Screening results as filed in PubChem.
TTR transcr act – TTR transcription activators in neuroblastoma reporter cells, primary screen, cell-based, luminescence, SH-SY5Y, TTR promoter Gaussia luciferase; 100% = recombinant luciferase protein wells; activation, % at 16.7 µM; 92,000 tested, 1.3% active; AID 1117267, 2014;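 active = activation above the mean of all tested compounds plus 3 SD, cut at about 9.5% in these data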;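 note: cells exposed to compounds for one day before reading; 0% = median of all test compound wells on the plate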
Active calls of the source: *. Only part of the results is shown. The share of hits here may be higher or lower than overall.

TTR transcr act,SMILES
1.0,CCOC(=O)NC(NC(=O)OCC)C(=O)c1ccc(F)cc1
-0.3,Cc1cc(C)cc(NC(=O)Cn2nnc(C(=O)NCCc3ccccc3)c2N)c1
0.0,Cc1c(C)c(C)c(S(=O)(=O)NCCc2ccccn2)c(C)c1C
-3.1,CCN1CCN(CCNC(=O)c2ccc(/C=C3/Sc4ccccc4N(Cc4cccc(Cl)c4)C3=O)cc2)CC1
-0.6,CCSc1sccc1C1C(C#N)=C(N)N(c2cccnc2)C2=C1C(=O)CC(C)(C)C2 (stereo not drawn)
-0.6,Cc1nc([N+](=O)[O-])cn1CCC#N
-0.8,Cc1ccc(CCSc2ccc(F)cc2)cn1
8.4,COc1ccc(NC(=O)N(CCC(C)C)C(C)c2ccccn2)c(OC)c1 (stereo not drawn)
0.0,O=C(Nc1ccc(F)cc1)OCc1cn(Cc2cccc(F)c2)nn1
2.4,CCCC(C)c1oc(=O)cc(O)c1C (stereo not drawn)
1.7,Cc1onc(-c2ccccc2Cl)c1C(=O)NCCN1CCOCC1
0.4,CCOC(=O)c1sc(N2C(=O)C(O)=C(C(=O)c3ccco3)C2c2cccc([N+](=O)[O-])c2)nc1C (stereo not drawn)
-1.0,Cc1nn(Cc2ccccc2Cl)c(C)c1C(=O)N(C)CC(=O)Nc1cccc(F)c1
2.7,COc1cc2ccccc2nn1
-1.6,COc1ccc([C@H]2C[C@H](n3cc(C4CC4)nn3)[C@@H](O)CN2CC2CCCCC2)cc1
-1.2,CCOC(=O)c1c(NC(=O)CSc2nc3cc(Cl)ccc3s2)sc(C(C)=O)c1C
0.5,O=C(O)CC(CNS(=O)(=O)c1ccccc1)c1ccccc1 (stereo not drawn)
-0.7,NC(=O)NC(CC(=O)NNC(=O)c1cccs1)c1ccc(Cl)cc1 (stereo not drawn)
3.7,C=CCNC(=O)O/N=C/c1csc([N+](=O)[O-])c1
0.5,Cc1ccc(O)c(C(=O)C=Cc2ccccc2)c1
5.6,O=S(=O)(c1ccc(Cl)nc1)N1CCCC1
0.0,C=CCC(=O)NC1CCCc2c1cnn2-c1cc(F)cc(F)c1 (stereo not drawn)
1.2,O=C(c1cc(Cl)ccc1[N+](=O)[O-])n1cnc2ccccc21
-0.9,O=C(CSCc1c(F)cccc1Cl)Nc1ccccc1C(=O)N1CCOCC1
-0.9,Cc1ccc2c(COC(=O)C3CSC4(C)CCC(=O)N34)cc(=O)oc2c1C (stereo not drawn)
-0.1,Cc1ccc(C(=O)NCC(=O)OC2CCCCC2=O)cc1C (stereo not drawn)
-2.3,O=C(NC(NC(=S)Nc1c(Cl)cccc1Cl)C(Cl)(Cl)Cl)c1cccc([N+](=O)[O-])c1 (stereo not drawn)
-1.5,O=c1[nH]cnc(O)c1Nc1cccc(Cl)c1
0.9,CCOc1ccc(NC(=S)NCC(c2cccnc2)N2CCOCC2)cc1 (stereo not drawn)
0.4,O=c1c(CO)cc(CO)cc(CO)c1O

The closing seven compounds of the part above open the next one:
TTR transcr act,SMILES
-0.9,O=C(CSCc1c(F)cccc1Cl)Nc1ccccc1C(=O)N1CCOCC1
-0.9,Cc1ccc2c(COC(=O)C3CSC4(C)CCC(=O)N34)cc(=O)oc2c1C (stereo not drawn)
-0.1,Cc1ccc(C(=O)NCC(=O)OC2CCCCC2=O)cc1C (stereo not drawn)
-2.3,O=C(NC(NC(=S)Nc1c(Cl)cccc1Cl)C(Cl)(Cl)Cl)c1cccc([N+](=O)[O-])c1 (stereo not drawn)
-1.5,O=c1[nH]cnc(O)c1Nc1cccc(Cl)c1
0.9,CCOc1ccc(NC(=S)NCC(c2cccnc2)N2CCOCC2)cc1 (stereo not drawn)
0.4,O=c1c(CO)cc(CO)cc(CO)c1O
-1.6,COc1ccccc1C(=O)Nc1ccc(OCC(=O)N2CC(C)CC(C)C2)cc1 (stereo not drawn)
1.1,CC(=O)C[C@@H](O)CC(=O)[C@H]1OC(=O)[C@@H](C)C/C=C\Cc2ccccc21
0.2,C/C(=N\NC(=O)CCC(=O)NCc1ccccc1)c1ccc([N+](=O)[O-])cc1
-1.9,CCN(Cc1ccccc1)C(=O)c1ccc(C(=O)N(CC)Cc2ccccc2)cc1
24*,COc1ccc(S(=O)(=O)N2CCCOC2CNC(=O)C(=O)NCc2ccccn2)cc1 (stereo not drawn)
0.5,COc1cccc(OC)c1NC(=O)OC1CCC12CCC(c1ccccc1)CC2 (stereo not drawn)
0.6,O=C(NCCCN1CCOCC1)C1CCN(S(=O)(=O)c2ccccc2)CC1
-1.7,COC(=O)c1cc(-c2ccc(F)cc2OCc2ccccc2)c(=O)n2c1CCC2
-0.1,O=C(CSC1CS(=O)(=O)c2cc([N+](=O)[O-])ccc21)NNC(=O)c1ccc(Cl)cc1 (stereo not drawn)
2.2,CCOC(=O)Cn1cnc2c(nnn2-c2ccc(C)cc2)c1=O
-1.4,NS(=O)(=O)c1cccc(NC(=O)COC(=O)CC2Sc3ccccc3NC2=O)c1 (stereo not drawn)
-1.5,COC(=O)c1ccc(Oc2nc(C(N)=O)cc(-c3ccccc3)n2)cc1
4.9,COc1ccc(-c2nnc(CSc3ncnc4sc5c(c34)CCC5)o2)cc1OC
-0.1,CCCCCCC(=O)Nc1ccc(S(=O)(=O)Nc2onc(C)c2C)cc1
-1.7,CCCN(C(=O)CCNC(=O)c1ccc(Cl)cc1)c1c(N)n(Cc2ccccc2)c(=O)[nH]c1=O
-1.1,CCn1cc(C(C)(C)C)c(C#N)c1NC(C)=O
-2.8,N#C/C(=N\Nc1cccc(C(F)(F)F)c1)C(=O)c1ccsc1
-1.4,CCOc1cc(CNc2ncnc3nc[nH]c23)ccc1OC
-1.0,C=CCn1c(N)c(C(=O)Nc2ccccc2OC)sc1=S
-0.6,CC(C)(C)c1ccc(C(=O)COC(=O)CN2C(=O)NC3(CCCC3)C2=O)cc1
-2.1,COc1ccc2[nH]c(=O)c(CN(CC3CCCO3)C(=S)Nc3cccc(C)c3)cc2c1 (stereo not drawn)
-0.3,CC(=O)Nc1cccc(Oc2ccc(-c3noc(C)n3)cc2)c1
1.8,CCCc1cc(=O)n2nc(N3CCC(C(=O)Nc4cccc(C(C)=O)c4)CC3)sc2n1
-0.7,CC(C)(C)OC(=O)NC(CNCc1ccccc1)Cc1ccccc1 (stereo not drawn)
-0.2,CN(C)S(=O)(=O)N(CC(=O)N(Cc1ccccc1)Cc1ccccc1)c1ccccc1
-2.5,O=C(CSc1nc(C(F)(F)F)cc(=O)[nH]1)NCC1CCCO1 (stereo not drawn)
0.3,CCOC(=O)[C@@H]1[C@H]2COc3cc(OC)ccc3[C@H]2N2C(=O)N(c3cccc(C)c3)C(=O)[C@]12C
-1.7,COc1ccc(-c2cc3ncc(-c4ccccc4)c(N)n3n2)cc1
-0.2,CC1(C)NC(=O)N(CC(=O)OCC(=O)Nc2cc(S(=O)(=O)N3CCCCC3)ccc2Cl)C1=O
3.2,CC(C)CC(=O)Nc1ccccc1N1CCCC1

Four entries from above in a different format.
compound	TTR transcr act
O=C(CSC1CS(=O)(=O)c2cc([N+](=O)[O-])ccc21)NNC(=O)c1ccc(Cl)cc1 (stereo not drawn)	-0.1
CCOC(=O)Cn1cnc2c(nnn2-c2ccc(C)cc2)c1=O	2.2
NS(=O)(=O)c1cccc(NC(=O)COC(=O)CC2Sc3ccccc3NC2=O)c1 (stereo not drawn)	-1.4
COC(=O)c1ccc(Oc2nc(C(N)=O)cc(-c3ccccc3)n2)cc1	-1.5

The main list resumes; the 4 compounds before the break are reprinted first.
TTR transcr act,SMILES
0.3,CCOC(=O)[C@@H]1[C@H]2COc3cc(OC)ccc3[C@H]2N2C(=O)N(c3cccc(C)c3)C(=O)[C@]12C
-1.7,COc1ccc(-c2cc3ncc(-c4ccccc4)c(N)n3n2)cc1
-0.2,CC1(C)NC(=O)N(CC(=O)OCC(=O)Nc2cc(S(=O)(=O)N3CCCCC3)ccc2Cl)C1=O
3.2,CC(C)CC(=O)Nc1ccccc1N1CCCC1
-0.7,Cc1cc(=O)[nH]c(SCC(=O)Nc2nonc2C)n1
0.8,O=C(NCc1ccco1)c1cc(S(=O)(=O)N2CCCc3ccccc32)ccc1Cl
0.9,Cn1c(N)c(C(=O)COC(=O)CCCN2C(=O)c3ccccc3C2=O)c(=O)n(C)c1=O
-2.8,O=C(Nc1cccnc1)c1ccc2ccccc2c1O
-0.8,COc1ccc(/C=C/C(=O)Oc2ccc(/C=N/NC(=O)c3ccccc3)cc2)cc1OC
-1.1,O=C(NCC1CCOCC1)C1CCC(=O)N(Cc2cccc(C(F)(F)F)c2)C1 (stereo not drawn)
-1.4,CCOC(=O)C1CCCN(c2c(NCCN3CCCCC3CC)c(=O)c2=O)C1 (stereo not drawn)
1.2,COc1ccc(-n2ncc3c2CC(C)(C)CC3NC(=O)CCc2c(C)nn(C)c2C)cc1 (stereo not drawn)
-0.8,CC(=O)c1ccc(N2C(=O)[C@@H]3[C@H](C2=O)[C@H]2c4ccccc4C=NN2[C@@H]3C(C)=O)cc1
0.0,CCOC(=O)CCSCC(=O)N1N=C(c2cccs2)CC1c1ccc(C)cc1 (stereo not drawn)
1.6,COc1ccc(C(=O)OCC(=O)NC(=O)NC2CCCC2)cc1[N+](=O)[O-]
-0.8,O=C(CNc1ccccc1C(=O)O)c1ccccc1
-4.4,c1ccc(Cn2ccc(-c3cnc(-c4ccccc4)s3)n2)cc1
5.1,C#CCn1c(S(=O)(=O)Cc2ccc(F)cc2)nc(-c2ccccc2)c1-c1ccccc1
-0.1,O=C(CN1C(=O)NC2(CCCCC2)C1=O)NCc1cccs1
0.4,COc1nc(Nc2ccccc2F)nc(OC)n1
-1.2,Cc1ccc(C2=NN3C(C2)c2ccccc2OC32C(=O)Nc3ccccc32)cc1 (stereo not drawn)
-3.0,O=C1CCCCCC1C1(O)C(=O)Nc2ccccc21 (stereo not drawn)
-0.7,CN(C)c1ccc(C(C(=O)NCC2CCCO2)N(C(=O)c2snc(C(N)=O)c2N)c2ccccc2)cc1 (stereo not drawn)
0.7,S=c1[nH]c2ccccc2o1
-0.5,CCCn1c(SCC(=O)NNC(=O)c2ccc(C)cc2)nnc1C(C)C
-3.9,CCN1C(=O)N(C)C2(c3ccccc3)N(C)C(=O)N(C)C12c1ccccc1 (stereo not drawn)
-0.1,Cc1c(C)n(CCC#N)c2ccc(Cl)cc12
0.5,CC(=O)Nc1ccc2c(c1)nc1n2CCOC1
-1.0,Cc1nc2ccc(C(=O)NCc3ccc4c(c3)OCO4)cc2s1
-1.5,O=C(NCC(=O)N1CCN(C(=O)c2ccco2)CC1)c1ccc(Br)cc1
-2.5,COc1ccc(-n2c(SC3CCOC3=O)nc3ccccc3c2=O)cc1Cl (stereo not drawn)
1.2,Cc1cccc(C(=O)Nc2ccc(NC(=O)Cc3ccc(Cl)cc3)cc2)c1
1.3,c1ccc(N2CCN(c3nc(-c4cccs4)nc4ccccc34)CC2)cc1
6.2,CCNc1nc(Cl)nc(N(NC(C)=O)C(C)CC)n1 (stereo not drawn)

Next part
TTR transcr act,SMILES
-0.2,Oc1ccccc1-c1nnco1
2.1,CCOc1ccc(CN(C)C(=O)CNC(=O)c2ccc(Br)o2)cc1OC
-1.7,CCc1nnc(NC(=O)c2cccc(S(=O)(=O)N(C)c3ccc(OC)cc3)c2)s1
3.0,CCOC(=O)CCNC(=O)CCc1nnc(CCCc2ccccc2)o1
0.3,COc1ccc(Cn2cc(COC(=O)N(C)Cc3ccccc3)nn2)cc1
-0.1,COCCNC(=O)[C@@H]1CCCN1C(=O)C1CCN(S(=O)(=O)c2ccc(C)cc2)CC1
-2.3,CC(C)CCNC(=O)NC(=O)COC(=O)/C=C/c1cnc2ccccc2n1
2.1,COc1ccccc1N1CCN(C(=O)c2ccc3ncsc3c2)CC1
5.3,COc1ccccc1CNC(=O)Cn1c(=O)oc2cc(Cl)ccc21
2.7,C=CCC1(CC=C)CCCN1C(=O)CC1C(=O)NCCN1Cc1ccccc1OC (stereo not drawn)
1.6,COc1ccc(C(C)=O)cc1COC(=O)c1ccc(C)c(S(=O)(=O)N2CCOCC2)c1
1.5,CCOC(=O)c1sc(NC(=O)CSc2n[nH]c(CC(C)C)n2)nc1C
3.0,Cc1nn(C(C)C)c(C)c1CN1CCCC(C(=O)c2cccc(OC(C)C)c2)C1 (stereo not drawn)
2.2,O=C(NCCCNC(=O)c1cnccn1)c1ccc(Br)cc1
-0.9,COc1ccc(OC)c(-c2csc(NC(=O)CN3C(=O)NC4(CCCC4)C3=O)n2)c1
9.1,CCC(C)[C@H](NC(=O)Nc1ccccc1F)C(=O)O (stereo partly drawn)
-2.9,CCC(=O)N1CCN(c2nc3ccc(Br)cc3s2)CC1
2.4,CCN(C(=O)COC(=O)c1nc2nc(C)cc(C)n2n1)C1CCS(=O)(=O)C1 (stereo not drawn)
-1.0,CSc1nsc(SC)c1NC(=O)N1CCCC1
2.2,COc1ccc(N2C(=O)C3C4c5ccccc5C(C=Nc5ccc(C)cc5C)(c5ccccc54)C3C2=O)cc1 (stereo not drawn)
0.1,CC1=C(/C=C/C(C)=C/C=C/C(C)=C/CO)C(C)(C)CCC1
5.8,CCOc1ccc(C2c3[nH]c4ccccc4c3CCN2Cc2cn(CC)nc2C)cc1 (stereo not drawn)
-2.3,CC(=O)c1cn(CC(=O)NCc2ccco2)c2ccccc12
0.4,COc1ccc(S(=O)(=O)N2CCOCC2)cc1C(=O)NCc1c(C)nn(Cc2ccccc2)c1C
1.2,CC[C@]12c3[nH]c4ccc(Cl)cc4c3CCN1C(=O)[C@@H](CC(=O)NCCCOC)C[C@@H]2C(=O)N1CCN(C(=O)c2ccco2)CC1
-0.5,O=S(=O)([N-]c1nc2ccccc2nc1-[n+]1ccccc1)c1ccc(F)cc1
14*,Cc1cc(C)c2nc3nc(C)cc(C)c3c(N)c2c1
0.7,NC(=O)CSc1ncnc2c1oc1ccccc12
-1.1,Cc1ccc(NC(=S)/C(=C(\[O-])c2ccc(Cl)s2)[n+]2cccc(CO)c2)cc1C
